Source: PubChem BioAssay (several laboratories)
MT1-MMP act inh – blocks activation of human MT1-MMP. AID 651647. P50281. GFP/RFP ratio change, % at 20 µM. HT1080 RFP-PRO-GFP cells, GFP/RFP ratio fluorescence, overnight; percent of plate control window, DMSO zero. 360,000 tested, 0.061% active;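 active = GFP/RFP ratio change of at least 30% with cell ATP level not reduced by more than half and red fluorescence within 50% of control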; note: strong numbers were not always called active
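system = RFP-PRO-GFP reporter HT1080 cells | dosing = 20 µM single dose, 1% DMSO | timing = overnight cell settling, then overnight compound exposure, 37 °C, 5% CO2 | read-out basis = GFP/RFP fluorescence ratio | controls = DMSO and RFP-L50D-GFP cell wells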
TbMetRS inhib – Trypanosoma brucei MetRS inhibition | purified T. brucei MetRS, ATP depletion, Kinase-Glo luminescence | inhibition, % at 11.9 µM | 360,000 tested, 0.4% active | AID 624268;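 active = inhibition above a per-plate cutoff of the control wells' mean inhibition plus 3 SD, cut at about 5.5% in these data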;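 note: 0% = DMSO wells median and 100% = median of wells with control inhibitor compound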
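assay system = parasite MetRS enzyme | timing = 15 min preincubation, 2 h reaction, all 25 °C | evaluation = percent inhibition relative to median high and low control wells | medium = HEPES buffer containing pyrophosphatase, BSA, spermine, DTT | compound = single dose, 11.9 µM final nominal, 0.9% final DMSO | detection = Kinase-Glo luminescence, ATP depletion format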
NRP1-CendR mod – alters CendR peptide binding to human NRP-1; inhibition, % at 25 µM; FAM-RPARPAR peptide binding to NRP-1, fluorescence polarization; O14786; AID 602438; 360,000 tested, 0.85% active;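 active = inhibition or corrected inhibition above about 18%, plus a signal ratio from 0.5 to 1.5, limit read from the data, passing the limit was not always enough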; note: strong numbers were not always called active
bovine MsrA act – bovine methionine sulfoxide reductase A activation; purified bovine MsrA, absorbance read-out; activation, % at 10.6 µM; 360,000 tested, 0.3% active; in the data active = activation above about 7.5%;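 note: 0% = vehicle and 100% = reference activator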
MLLE-PAM2 inh – inhibitors of microRNA-mediated deadenylation, human PABP1 MLLE binding; inhibition, % at 20 µM; GST-MLLE / FITC-PAM2 fluorescence polarization; 360,000 tested, 0.36% active; P11940; AID 588489; in the data active = inhibition above about 35%, passing the limit was not always enough;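 note: plate controls were DMSO wells with GST-MLLE for no effect and wells lacking GST-MLLE protein for full effect; some results filed as inactive read as strong as hits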
E coli Lon inh – E. coli protease La inhibition | P0A9M0 | purified E. coli Lon protease, fluorescence polarization | inhibition, % at 7.94 µM | 360,000 tested, 0.42% active | AID 602123; in the data active = inhibition above about 13%, passing the limit was not always enough;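 note: 0% = enzyme with probe and DMSO and 100% = no enzyme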
MsrA inhibitor – inhibits bovine methionine sulfoxide reductase A | purified bovine MsrA, absorbance read-out | 360,000 tested, 0.75% active | AID 651718 | inhibition, % at 15.5 µM; in the data active = inhibition above about 4.5%;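 note: 0% = vehicle wells with enzyme and 100% = reference inhibitor wells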
SKN-1 inh – blocks SKN-1 activity in C. elegans | inhibition, % at 21.8 µM | 360,000 tested, 0.49% active | C. elegans VP596 Pgst-4::GFP/RFP ratio, acrylamide-induced, 24 h;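 active = interference check ratio from 0.5 to 1.5 plus GFP to RFP signal ratio inhibition reaching or exceeding a fixed threshold, cut at about 30% in these data, passing the limit was not always enough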; note: some compounds called inactive have numbers as strong as hits
FAS TE block – blocks the thioesterase domain of human fatty acid synthase; recombinant FAS-TE, OMFH fluorogenic substrate, fluorescence endpoint; inhibition, % at 15 µM; 360,000 tested, 0.67% active;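 active = compounds whose normalised, plate-corrected inhibition of enzyme fluorescence in the single-dose primary screen is 50% or more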;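 note: 0% = DMSO with enzyme and 100% = substrate without enzyme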
* marks the source's active call; other numbers are inactive results; i = inactive; nt = no result given.

SMILES	MT1-MMP act inh	TbMetRS inhib	NRP1-CendR mod	bovine MsrA act	MLLE-PAM2 inh	E coli Lon inh	MsrA inhibitor	SKN-1 inh	FAS TE block
O=C(N[C@H]1C/C=C\C[C@H](CC(=O)N(CCO)Cc2ccccc2)C(=O)N[C@H](Cc2c[nH]c3ccccc23)COC1=O)OCC1c2ccccc2-c2ccccc21	4	-0.2	-4	-5	-8	-3	1.8	-4	-2
COC(=O)c1scc(S(=O)(=O)C(C)(C)C)c1N	2	-0.7	10	-2	7	-11	-0.8	6	-2
CCCN(CCC)C(=O)c1cc(-c2ccc3c(c2)OCO3)nc2ccccc12	nt	-1.2	-9	-15	-6	-7	nt	-15	13
CN(C(=O)c1ccccc1C(=O)OCC(=O)c1ccc(F)cc1)c1ccccc1	-3	-0.7	6	-11	-2	1	0.0	-3	-4
CCc1ccc(NC(=O)[C@H](NC(=O)[C@@H]2Cc3ccccc3CN2)c2ccccc2)cc1	1	-0.7	-5	-9	-3	3	2.3	14	9
O=[N+]([O-])c1cccnc1C1OCCO1	-5	0.1	0	-2	0	-23	-0.8	-5	-5
Cc1ccc(C(=O)Nn2cnnc2)cc1	-2	-0.8	-1	0	-5	-12	-0.5	17	-7
O=c1[nH]cnc2c1cnn2Cc1ccccc1	1	-0.5	-4	-2	-18	0	0.7	21	-8
COc1cccc(NC(=O)CN(C)C(=O)[C@@H]2CCCN2C(=O)c2cccs2)c1	-3	-0.4	8	-1	12	5	0.0	-15	-3
Cc1ccc2c(Cl)c(C(=O)NCC3CCCO3)sc2c1 (stereo not given)	1	0.0	-6	-4	5	-6	0.5	1	0
Cc1cccc(-c2noc(CCCC(=O)NCC3CCCO3)n2)c1 (stereo not given)	-1	-0.1	-2	-3	-9	-5	0.7	11	-3
CC(=O)Nc1ccc(Cl)c(C(N)=O)c1	-3	-0.3	4	-2	-1	-14	0.6	5	-7
CCOC(=O)N1CCN(C(=O)c2cc(COc3ccc4ncccc4c3)on2)CC1	7	-2.3	-3	-9	1	-5	2.5	8	-5
NC(=O)c1ccc(NC(=O)CN2CCN(Cc3ccccc3)CC2)cc1	1	0.2	14	-1	2	1	1.2	27	-4
CC(C)(C)c1ccc(C(=O)C2CCCN(C(=O)CCn3cncn3)C2)cc1 (stereo not given)	2	-0.3	-3	-3	3	-13	1.6	6	-3
CCOc1ccc(OCCC(=O)OCC(=O)NCc2ccc(Cl)cc2)cc1	-6	-0.1	3	-1	0	0	-0.9	4	-4
COc1ccc(C(=O)NCCN2CCC(n3c(=O)[nH]c4ccccc43)CC2)cc1F	7	0.2	-6	1	nt	4	-0.2	-4	-12
Cc1onc(-c2c(F)cccc2Cl)c1C(=O)Nc1cccc(Cn2cccn2)c1	5	-0.8	-15	-8	-4	-6	-1.0	-2	-1
Cc1ccc(OCCNC(=O)c2ccccc2O)cc1	0	0.3	-13	-4	0	-7	0.1	-12	5
CCCc1nc(SCC(=O)Nc2nc3c(s2)CCCC3)c2ccccc2n1	-4	0.2	2	-1	35	-5	-1.0	6	16
CS(=O)(=O)N(CC(=O)N1CCN(Cc2ccccc2)CC1)Cc1ccccc1	0	-0.6	-3	-2	-10	-6	0.1	17	-5
CCOC(=O)c1c(-c2ccccc2)csc1NC(=O)/C(C#N)=C/c1ccc(O)c(OC)c1	-95	-0.6	108	-3	33	i	3.0	8	3
OCc1nc2ccccc2n1CCCOc1ccccc1	4	-0.4	10	0	10	0	0.8	2	-5
N#CC(c1ccc(Cl)cc1)c1cccc(Cl)n1 (stereo not given)	0	-0.8	-2	-4	-6	3	-0.4	-4	17
Cc1nc(NC(=O)COC(=O)CCc2nc3ccccc3s2)c(Cl)cc1Cl	7	-0.8	-3	-8	17	-8	1.1	-16	2
Next structures
SMILES	MT1-MMP act inh	TbMetRS inhib	NRP1-CendR mod	bovine MsrA act	MLLE-PAM2 inh	E coli Lon inh	MsrA inhibitor	SKN-1 inh	FAS TE block
CCCn1c(CNC(=O)c2ccccc2)nc2ccccc21	5	0.0	8	-3	-2	-8	-1.8	-1	-10
CC(=O)c1ccc(OCc2cc(C(=O)NCCc3ccc(Cl)cc3)no2)cc1	7	0.1	12	1	3	7	0.3	7	-1
COc1ccc(S(=O)(=O)N2CCOCC2)cc1NC(=O)CCNC(=O)c1ccc(Br)cc1	3	-0.1	-11	-1	5	-1	0.3	10	1
COc1ccc(NC(=O)CN(C)CC(=O)NC(=O)NC2CCCCC2)cc1	2	-0.2	-10	-1	2	-6	0.4	11	2
Cc1c(C(=O)NNC(=O)c2ccccc2O)oc2ccccc12	1	-0.7	4	-1	-18	11	3.6	8	8
Cc1sc2ccccc2c1CNC[C@H]1O[C@@H](n2ccc(=O)[nH]c2=O)[C@H](O)[C@@H]1O	1	-0.6	4	-3	-2	-8	0.9	-1	-9
C[C@H](NS(=O)(=O)c1ccc(Cl)c(Cl)c1)C(=O)OCc1cc(=O)n2cc(Br)ccc2n1	0	-0.1	-13	-4	-42	-2	1.3	-11	12
COc1ccc(-c2nnc(SCC(=O)NC3CCCCC3)o2)cc1OC	-1	0.3	6	-3	22	0	-1.8	3	-5
COc1cccc(C(=O)NC2CCN(C(=O)N3CCCCC3)CC2)c1	5	-0.7	2	1	3	-8	0.0	16	-4
Cc1ccc(NC(=S)Nc2ccc(S(=O)(=O)N3CCOCC3)cc2)cc1S(=O)(=O)N1CCOCC1	-2	0.1	10	-1	24	7	0.3	10	8
COc1ccc(/C=N/NC(=O)C(C)n2nnc3ccccc32)cc1OC (stereo not given)	-2	-1.1	11	-4	3	-7	4.3	-12	-2
COc1ccc(CN2CCCC(CNC(=O)c3ccc(F)cc3)C2)cc1OC (stereo not given)	-1	-0.9	-11	-5	5	-2	-0.7	-2	-9
COCC(C)NC(=O)CCS(=O)(=O)c1nc(-c2ccc(OC)cc2)cc(C(F)(F)F)n1 (stereo not given)	-6	-0.8	-9	-8	8	0	1.5	-5	8
Cn1c(=O)cc(SCC(=O)NCC2CCCO2)c2ccc(Cl)cc21 (stereo not given)	3	-1.0	9	0	-7	13	0.7	7	2
O=C(Cn1ccc2ccccc21)Nc1ccc2c(c1)OCO2	1	-0.9	-1	-7	8	-3	0.8	11	1
COc1ccc(S(=O)(=O)N2CCCC(N(C)CCc3ccccc3)C2)cc1OC (stereo not given)	1	-1.0	4	0	4	1	-0.4	11	0
O=C1C(C=NCC2CCCO2)=C(O)c2ccccc21 (stereo not given)	-2	-0.2	-20	0	1	4	4.4	-2	-8
Nc1ccc(C(=O)OCC(=O)N2CCOCC2)cc1[N+](=O)[O-]	2	0.1	4	-3	-6	-4	0.3	-10	-4
Cc1cccc(NC(=O)CSc2cccc[n+]2[O-])c1C	0	-0.3	11	-2	-24	-9	0.7	14	-3
CCn1cc(C(=O)N2CCN(Cc3ccc4c(c3)OCO4)CC2)c(=O)c2ccc(C)nc21	4	-0.2	-2	-1	-3	3	1.2	-6	1
COc1cc(CN2CCN(C(=O)c3ccc(-c4ccccc4)cc3)CC2)cc(OC)c1OC	3	-1.1	4	-6	4	3	0.4	-5	6
NS(=O)(=O)c1ccc(NC(=S)N2CCN(c3ccccc3Cl)CC2)cc1	7	-0.1	-6	-1	-120	16	0.9	2	-6
CC(C)NC(=O)COC(=O)c1ccc(Cl)c(S(N)(=O)=O)c1	11	-0.9	18	-10	-19	1	-0.7	-10	-4
CN(CC(=O)N1CC=C(c2ccccc2)CC1)S(=O)(=O)c1ccc2c(c1)c(=O)n(C)c(=O)n2C	-1	0.0	-7	-8	24	-5	0.1	-3	12
C=CCN(c1ccccc1OC)S(=O)(=O)c1cccc(C(=O)NCc2ccco2)c1	1	0.3	-14	0	-3	-7	-0.3	24	-8

Some values from the entries so far.
MsrA inhibitor, Cc1cccc(NC(=O)CSc2cccc[n+]2[O-])c1C is entered as 0.7
bovine MsrA act, CC(=O)c1ccc(OCc2cc(C(=O)NCCc3ccc(Cl)cc3)no2)cc1 is entered as 1

Going on with the list:
SMILES	MT1-MMP act inh	TbMetRS inhib	NRP1-CendR mod	bovine MsrA act	MLLE-PAM2 inh	E coli Lon inh	MsrA inhibitor	SKN-1 inh	FAS TE block
COc1ccccc1C(=O)NCCC(=O)N1CC=C(c2ccccc2)CC1	5	-0.8	-2	-14	4	-7	0.1	-1	-2
Cc1ccc(S(=O)(=O)N2CCc3ccccc3C2CC(=O)O)cc1 (stereo not given)	1	-0.7	4	-3	9	-10	0.1	-1	-5
O=C(N=C1N=C2C=CC(Br)=CN2Cc2ccccc21)c1ccc([N+](=O)[O-])cc1[N+](=O)[O-]	-4	0.1	5	3	12	-2	1.7	60*	45
CC(=O)Nc1ccc(S(=O)(=O)Nc2nccc(C3Cc4ccccc4C(=O)O3)n2)cc1 (stereo not given)	0	0.1	-5	-3	0	-2	-0.5	4	-9
CCCCCC(=O)N1C[C@H](n2cc(C3CC3)nn2)[C@@H](O)C[C@@H]1c1ccc(OC)cc1	3	-0.5	-7	-4	14	-8	0.9	6	-8
CCCCNC(=O)c1cn(CC)c2cc(N3CCN(C(=O)c4ccco4)CC3)c(F)cc2c1=O	9	-0.6	-4	-8	0	-2	0.5	-2	-22
Cc1ccc(Cc2c(-c3cccc(Cl)c3)nc3c4ccccc4ccn23)cc1	-4	0.2	-16	-3	-12	-7	0.8	0	21
COC(=O)c1cc(OC)c(OC)cc1NC(=O)c1cc(OC)cc(OC)c1	-1	0.2	7	-5	1	-14	0.9	1	-4
CCN(Cc1ccccc1)C(=O)CCc1nnc(CCCc2ccccc2)o1	-4	-0.5	11	-1	-8	-2	-0.7	-12	4
Cc1cc(C(=O)O)c(C)n1-c1ccccc1	3	-0.1	10	-1	-8	4	0.9	2	-6
O=C(Cc1ccccc1)N1CCN=C1SCc1ccc([N+](=O)[O-])cc1	-1	-0.6	-10	-2	35	-2	-1.5	3	2
O=C1CC(C(=O)N2CCN(S(=O)(=O)c3cccc(F)c3)CC2)CN1Cc1ccccc1Cl (stereo not given)	2	-0.1	10	0	0	2	-0.5	1	-2
CCOC(=O)c1c(C)[nH]c(C(=O)/C(C#N)=C/c2ccc(OC(F)F)c(OC)c2)c1C	-37	-0.5	-50	-9	-40	-31	0.9	7	-19
CCC1(C)SC(N)=NN1C(C)=O (stereo not given)	-3	-0.9	1	-9	7	-16	0.1	-10	-5
O=C1CCCC2=C1C(c1ccccc1)C1C(=O)c3ccccc3C1=N2 (stereo not given)	7	0.6	2	-2	2	-2	0.9	1	-6
Cc1ccccc1Cn1nc(C)c(NC(=O)c2cc(CC(C)C)on2)c1C	0	-0.3	13	-3	13	1	0.1	-6	-1
CC(C)C(=O)NN(C(=O)c1ccccc1)c1ccccc1	-1	0.0	0	-4	5	6	0.0	6	-10
CC(=O)NC(c1ccc(F)c(F)c1)c1nc(-c2ccccc2)cs1 (stereo not given)	0	-0.3	-4	1	-8	9	0.5	10	-1
COc1ccc(/C=N/NC(=O)c2ccc(COc3ccccc3Cl)o2)cc1	1	-0.2	2	0	-2	-12	2.2	38*	3

Entries listed above marked active in SKN-1 inh:
Molecule | MT1-MMP act inh | TbMetRS inhib | NRP1-CendR mod | bovine MsrA act | MLLE-PAM2 inh | E coli Lon inh | MsrA inhibitor | SKN-1 inh
O=C(N=C1N=C2C=CC(Br)=CN2Cc2ccccc21)c1ccc([N+](=O)[O-])cc1[N+](=O)[O-] | -4 | 0.1 | 5 | 3 | 12 | -2 | 1.7 | 60*
COc1ccc(/C=N/NC(=O)c2ccc(COc3ccccc3Cl)o2)cc1 | 1 | -0.2 | 2 | 0 | -2 | -12 | 2.2 | 38*
